From PubChem
hgDAF12 agonist – agonists of H. glycines DAF-12 nuclear receptor; HEK293 GAL4-hgDAF12 UAS-luciferase reporter, agonist luminescence; normalized to butyrate control; activation, % at 6.8 µM; 370,000 compounds, 1.8% hits;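 active means activation above a cutoff set at the mean of all screened compounds plus 3 SD, cut at about 10% in these data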;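 further: 0% = DMSO wells and 100% = sodium butyrate wells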
ADAM10 inh – ADAM10 inhibition, QFRET primary screen; O14672; recombinant ADAM10, EDANS/DABCYL FRET peptide cleavage, 3 h; inhibition, % at 7 µM; 370,000 compounds, 0.62% hits; AID 720582;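 active means inhibition above a per-campaign cutoff equal to the mean of compounds falling between control-based bounds plus 3 SD, cut at about 20% in these data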;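 further: 0% = DMSO wells while the 100% control is not disclosed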
Target sequence (O14672 214-748 limits assumed): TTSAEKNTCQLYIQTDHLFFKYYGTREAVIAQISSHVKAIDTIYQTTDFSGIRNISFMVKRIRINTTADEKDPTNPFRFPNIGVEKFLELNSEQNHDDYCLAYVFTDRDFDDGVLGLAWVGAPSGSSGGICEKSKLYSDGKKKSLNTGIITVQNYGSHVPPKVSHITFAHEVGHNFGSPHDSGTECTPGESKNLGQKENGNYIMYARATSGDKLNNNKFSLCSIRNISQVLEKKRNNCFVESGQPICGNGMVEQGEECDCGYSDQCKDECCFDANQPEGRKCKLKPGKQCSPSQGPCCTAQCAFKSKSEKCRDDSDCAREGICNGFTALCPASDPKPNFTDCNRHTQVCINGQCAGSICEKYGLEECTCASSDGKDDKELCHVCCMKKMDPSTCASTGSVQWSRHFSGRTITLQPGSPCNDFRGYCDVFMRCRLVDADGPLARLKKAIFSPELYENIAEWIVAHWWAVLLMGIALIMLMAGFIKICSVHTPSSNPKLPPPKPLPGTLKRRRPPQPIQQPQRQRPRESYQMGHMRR
DAX1 inh-1 – DAX1 (NR0B1) inhibition, primary screen. HEK293T StAR-luciferase reporter, SF-1/DAX-1 repression relief. AID 652010. 370,000 compounds, 1.1% hits. inhibition, % at 6.8 µM;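 active means inhibition above the mean over all tested compounds plus 3 SD, cut at about 3.6% in these data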;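 further: 0% = DAX-1 cells with DMSO and 100% = cells lacking DAX-1 with DMSO; higher inhibition means more luminescence from relief of DAX-1 repression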
PLCb3 inh – inhibitors of human phospholipase C beta3. Q01970. Purified PLC-beta3, fluorogenic substrate, fluorescence. inhibition, % at 12.2 µM. 370,000 compounds, 0.18% hits; in the data active means inhibition above about 11%;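 further: 0% = median of compound wells on plate and 100% = full blocker control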
PLCg1 inh – inhibitors of human phospholipase C gamma1; AID 720700; purified PLC-gamma1, fluorogenic substrate, fluorescence; P19174; inhibition, % at 12.2 µM; 370,000 compounds, 0.84% hits; in the data active means inhibition above about 9.5%
FXN GAA850 act – increases GAA850 frataxin promoter reporter activity. HEK293 lucGAA850 FXN promoter luciferase reporter, 24 h; percent of 10 µM SAHA response. AID 540364. 360,000 compounds, 0.56% hits. activation, % at 6 µM;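 active means activation above the average of all compounds screened plus 3 SD, cutoff fixed separately per campaign, cut at about 7.5% in these data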;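 further: 0% = DMSO wells and 100% = 10 µM SAHA wells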
DAX1 inh-2 – inhibitors of human orphan nuclear receptor DAX1 (NR0B1); 340,000 compounds, 0.99% hits; AID 504766; inhibition, % at 6.75 µM; P51843; HEK293 Gal4-DAX1 luciferase reporter, luminescence;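 active means inhibition above the mean over all tested compounds plus 3 SD, cut at about 4.2% in these data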;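 further: 0% = DAX1-transfected cells with DMSO and 100% = empty-vector control cells with DMSO; inhibition shows as a rise in luminescence from relieved DAX1 repression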
HGIII-sPLA2 inh – Inhibits HGIII-sPLA2 liposome hydrolysis, primary screen; QFRET BODIPY PC-A2 liposome hydrolysis, fluorescence; inhibition, % at 12.2 µM; 370,000 compounds, 0.56% hits;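 active means inhibition above mean plus 3 SD of compounds lying within the high and low control bounds, cut at about 19% in these data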;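 further: 0% = median of test compound wells and 100% = no enzyme DMSO wells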
Target sequence (Q9NZ20 whole entry, looked up): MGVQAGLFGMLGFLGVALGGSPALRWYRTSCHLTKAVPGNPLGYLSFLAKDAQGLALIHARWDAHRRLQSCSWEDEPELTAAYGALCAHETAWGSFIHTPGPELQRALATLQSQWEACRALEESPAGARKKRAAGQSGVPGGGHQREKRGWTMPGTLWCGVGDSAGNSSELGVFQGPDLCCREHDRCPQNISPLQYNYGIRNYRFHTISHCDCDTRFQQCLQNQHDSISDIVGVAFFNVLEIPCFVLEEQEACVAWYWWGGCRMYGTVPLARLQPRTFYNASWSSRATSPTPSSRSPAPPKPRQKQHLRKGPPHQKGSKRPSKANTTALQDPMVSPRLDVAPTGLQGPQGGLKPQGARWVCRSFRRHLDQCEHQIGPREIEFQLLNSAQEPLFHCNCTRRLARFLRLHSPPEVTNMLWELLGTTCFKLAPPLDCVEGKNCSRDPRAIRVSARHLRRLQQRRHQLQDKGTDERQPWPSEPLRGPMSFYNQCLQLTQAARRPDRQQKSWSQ
hcDAF-12 act – H. contortus DAF-12 activation, primary screen | activation, % at 6.8 µM | HEK293 hcDAF-12 lit1-tk-luc reporter, luminescence; 0% DMSO, 100% Δ7-dafachronic acid | AID 652067 | 370,000 compounds, 1.4% hits;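 active means activation above the mean of all tested compounds plus 3 SD, cut at about 5.5% in these data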;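 further: 100% = response to 3 µM Δ7-dafachronic acid high control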
ADAM17 inh – inhibits human ADAM17. inhibition, % at 6.95 µM. recombinant ADAM17, EDANS/DABCYL FRET peptide cleavage. P78536. 370,000 compounds, 0.83% hits;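 active means inhibition above the mean of compounds lying between control limits plus 3 SD, set per campaign, cut at about 8.5% in these data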;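 further: 0% = DMSO-only wells as the low control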
ssDAF-12 act – activators of S. stercoralis DAF-12 nuclear receptor | activation, % at 6.8 µM | HEK293 ssDAF-12/GRIP1 lit1-tk-luc reporter, luminescence; % of 3 µM dafachronic acid response | 370,000 compounds, 1% hits;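 active means activation above the mean over all tested compounds plus 3 SD, cut at about 0.9% in these data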;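 further: 0% = DMSO-only wells and 100% = 3 µM delta7-dafachronic acid wells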
Active calls of the source: *; i = inactive; x = not tested or not shown.

Labels used below: A = hgDAF12 agonist; B = ADAM10 inh; C = DAX1 inh-1; D = PLCb3 inh; E = PLCg1 inh; F = FXN GAA850 act; G = DAX1 inh-2; H = HGIII-sPLA2 inh; I = hcDAF-12 act; J = ADAM17 inh; K = ssDAF-12 act
> CCCn1c(=O)[nH]c(=O)c2c1nc(-c1ccccc1OC(F)F)n2CCOC
  A = 3.4; B = -2.9; C = 0.0; D = 0.8; E = -0.7; F = 1.5; G = 0.4; H = -1.2; I = -0.3; J = -1.1; K = -1.9

> O=C(O)CC1SC(=Nc2cccc(O)c2)NC1=O (stereo not given)
  A = 1.2; B = 5.5; C = 0.6; D = 0.3; E = -1.3; F = -0.2; G = 0.2; H = 3.0; I = 1.1; J = -4.4; K = -1.0

> O=C1c2ccccc2-c2nc3ncnn3c(-c3ccccc3Cl)c21
  A = 3.8; B = -6.2; C = -0.4; D = -3.5; E = -1.4; F = 0.9; G = -1.4; H = 3.4; I = 1.9; J = -1.8; K = -0.4

> CC(C)N(Cc1cc2ccccc2[nH]c1=O)C(=O)C1CCCCC1
  A = 0.5; B = -12.2; C = 0.0; D = 2.9; E = 3.9; F = -15.7; G = -1.1; H = 1.9; I = 0.1; J = -4.5; K = -0.5

> COc1ccccc1COC(=O)N/C=C/c1ccco1
  A = -1.5; B = 7.2; C = 0.4; D = -10.7; E = -6.8; F = 4.3; G = -0.6; H = -2.2; I = -0.9; J = 1.6; K = -1.3

> CC(=O)Nc1ccc(C2CC(c3ccc(Cl)cc3)=NN2c2ccccc2)cc1 (stereo not given)
  A = 2.6; B = -255.4; C = -0.3; D = i; E = i; F = 4.5; G = 0.2; H = 2.0; I = -0.6; J = -148.0; K = -0.7

> Oc1cc(NCc2cccnc2)ccc1-c1nc2ccccc2o1
  A = 9.5; B = -217.3; C = 1.8; D = -495.4; E = -444.6; F = 11.4*; G = 0.4; H = 11.2; I = 3.4; J = -58.1; K = 0.8

> COc1ccc(C(=O)NCCNc2nc3ccc(C)cc3cc2C#N)cc1
  A = -1.8; B = -77.8; C = 0.6; D = -39.3; E = -29.5; F = 1.8; G = 1.2; H = -3.7; I = -1.2; J = -29.4; K = -1.0

> CC(=O)Oc1ccc(C(=O)[C@H]2[C@H]3C(=O)N(c4ccc(C)cc4C)C(=O)[C@H]3[C@@H]3C=CC=NN32)cc1
  A = 0.6; B = -9.1; C = -0.2; D = -23.0; E = -14.7; F = 0.5; G = 4.2*; H = -13.3; I = -0.6; J = -2.6; K = -1.2

> CCCN1CCN(C(=O)CS(=O)(=O)Cc2nc(-c3cccc(OC)c3)oc2C)CC1
  A = -0.4; B = 1.8; C = -0.1; D = -8.2; E = 2.1; F = -0.7; G = 0.4; H = -11.9; I = -1.4; J = -0.6; K = -1.4

> Cc1csc(Cn2c(CN(C)C)nc3ccccc3c2=O)n1
  A = -2.9; B = -0.1; C = -0.3; D = -0.7; E = -1.5; F = -0.3; G = 0.1; H = 5.5; I = 1.1; J = -3.4; K = -1.5

> COc1cccc(/C(C#N)=C/c2c(-c3ccc(Cl)cc3)nc3c(C)cccn23)c1
  A = -2.6; B = 5.1; C = -1.1; D = 4.2; E = 3.2; F = -1.0; G = 0.2; H = 1.5; I = -2.5; J = 5.3; K = -1.7

> Cc1ccc(N/C=C/c2onc(C)c2[N+](=O)[O-])cc1
  A = 10.0; B = -0.6; C = 2.4; D = -5.3; E = 2.0; F = 4.9; G = 5.6*; H = -20.2; I = 4.2; J = -2.1; K = -1.0

> O=C(CCCCCNC(=O)N1CCn2c1nc1ccccc12)NCc1ccccc1
  A = -1.4; B = 0.2; C = 0.7; D = -4.3; E = 5.1; F = 2.5; G = -0.2; H = -6.9; I = 0.5; J = 1.5; K = -1.5

> Cc1cc(C)c2sc(NC(=O)C3=COCCO3)nc2c1
  A = 20.5*; B = 3.6; C = 14.1*; D = -15.7; E = -3.7; F = 5.2; G = 2.0; H = -49.1; I = 10.5*; J = 5.6; K = 0.2

> CC(=O)Nc1ccc(S(=O)(=O)N2CCN=C2SCc2ccccc2C)cc1
  A = -1.3; B = 11.0; C = -2.8; D = -4.8; E = 0.1; F = 4.4; G = 0.0; H = -12.9; I = -1.2; J = 6.4; K = -1.0

> COc1cc(/C=N/NC(=O)Cn2cnc3ccccc3c2=O)ccc1O
  A = 0.5; B = 3.4; C = 0.0; D = -0.5; E = 4.6; F = -1.1; G = -0.8; H = 1.4; I = -0.2; J = -0.7; K = -0.2

> CCOc1nc(NCCO)nc(Nc2ccccc2F)n1
  A = 6.6; B = -23.4; C = 1.5; D = -4.2; E = -1.9; F = 0.8; G = 3.0; H = 2.0; I = 1.3; J = -5.1; K = -0.3

> CNC(=O)COc1coc(CN2CCN(Cc3ccccc3)CC2)cc1=O
  A = -1.5; B = -2.9; C = -0.1; D = -6.7; E = 3.6; F = 2.2; G = 0.6; H = 9.9; I = -1.6; J = -2.6; K = -0.9

> COCCN(C(=O)c1ccccc1)c1nnc(-c2cccnc2)s1
  A = 1.4; B = -3.2; C = -0.3; D = 1.9; E = 4.6; F = 2.9; G = -0.7; H = -5.5; I = -1.1; J = -0.4; K = -1.2

> C=CCc1cccc(/C=N/NC(=O)CNc2ccccc2)c1O
  A = 1.3; B = 1.1; C = -1.1; D = -11.1; E = -11.4; F = -3.4; G = 0.6; H = 9.4; I = 0.3; J = -2.3; K = -1.7

> CS(=O)(=O)N(CC(=O)N1CCCCC1)c1sc2c(c1C#N)CCCC2
  A = -2.6; B = 9.7; C = 0.1; D = 3.9; E = 2.7; F = 0.4; G = -1.4; H = 1.8; I = -0.5; J = 2.5; K = -1.2

> COCCCNc1nc(N)c([N+](=O)[O-])c(N2CCCCCC2)n1
  A = -1.7; B = 4.9; C = 0.2; D = -3.5; E = 4.6; F = 1.1; G = 0.9; H = -2.1; I = -2.5; J = -3.7; K = -1.1

> COc1ccc(/C=N/Nc2ccc([N+](=O)[O-])cc2)cc1O
  A = 16.9*; B = 13.8; C = 2.0; D = -280.6; E = -214.4; F = 0.5; G = 7.8*; H = -69.5; I = 3.3; J = -1.4; K = 0.2

> CC(C)NCCOCCSc1ccc(Cl)cc1
  A = -0.6; B = 0.1; C = 0.1; D = 0.9; E = 4.5; F = -0.2; G = 0.1; H = 7.2; I = -0.8; J = -3.5; K = -0.7

> COc1cc(/C=C/C(=O)NCCc2ccc(S(N)(=O)=O)cc2)ccc1OCC#N
  A = 2.8; B = -21.6; C = -0.2; D = -14.7; E = -3.9; F = 1.3; G = 0.9; H = -4.1; I = -2.0; J = -11.9; K = -1.8

> O=C(Nc1ccccc1Cl)c1ccc(-n2cccn2)c([N+](=O)[O-])c1
  A = -0.7; B = -1.3; C = 0.7; D = -2.5; E = 10.7*; F = 2.2; G = 0.2; H = 6.8; I = -0.6; J = -2.9; K = -0.6

> O=C(Nc1ccc2c(c1)OCCO2)C1CC(c2ccc(F)cc2)=NO1 (stereo not given)
  A = 0.8; B = -7.2; C = -0.1; D = -5.4; E = -2.9; F = 2.8; G = -0.9; H = -1.1; I = 1.9; J = -3.8; K = -0.9

> COc1cc(C2C(C#N)=C(N)Oc3n[nH]c(-c4ccncc4)c32)cc(OC)c1OC (stereo not given)
  A = -2.4; B = -4.5; C = -0.4; D = -7.4; E = -5.3; F = -1.1; G = 1.0; H = 1.1; I = -2.4; J = -4.3; K = -0.8

> Cc1ccccc1-n1nnnc1SCC(=O)N(C)C1CCS(=O)(=O)C1 (stereo not given)
  A = -1.4; B = 2.2; C = -0.2; D = -20.8; E = 0.4; F = 2.0; G = 0.3; H = -0.4; I = -1.6; J = -5.9; K = -1.2

Results in FXN GAA850 act and PLCb3 inh, for five of the compounds above:
| smiles | FXN GAA850 act | PLCb3 inh |
| --- | --- | --- |
| COc1cc(/C=N/NC(=O)Cn2cnc3ccccc3c2=O)ccc1O | -1.1 | -0.5 |
| CCOc1nc(NCCO)nc(Nc2ccccc2F)n1 | 0.8 | -4.2 |
| CNC(=O)COc1coc(CN2CCN(Cc3ccccc3)CC2)cc1=O | 2.2 | -6.7 |
| COCCN(C(=O)c1ccccc1)c1nnc(-c2cccnc2)s1 | 2.9 | 1.9 |
| C=CCc1cccc(/C=N/NC(=O)CNc2ccccc2)c1O | -3.4 | -11.1 |

(listing goes on)
Values in the order – hgDAF12 agonist | ADAM10 inh | DAX1 inh-1 | PLCb3 inh | PLCg1 inh | FXN GAA850 act | DAX1 inh-2 | HGIII-sPLA2 inh | hcDAF-12 act | ADAM17 inh | ssDAF-12 act
O=C(/C=C/[C@H]1O[C@@H](n2cnc3c(NC(=O)c4ccccc4)ncnc32)[C@H](O)[C@@H]1O)N[C@@H](CO)Cc1c[nH]c2ccccc12
 : 2.6 | -10.5 | 0.1 | -2.3 | -3.6 | x | x | -14.7 | -0.3 | -4.7 | -1.1
Cc1cc2ncn(CC(O)COc3cccc(C(=O)O)c3)c2cc1C (stereo not given)
 : 1.7 | -5.9 | 0.7 | -2.2 | -4.9 | 3.9 | 0.2 | 0.2 | -0.8 | -3.5 | -1.0
CC(C)CNS(=O)(=O)c1cc(C(=O)OCC(=O)N(C)C2CCS(=O)(=O)C2)c(Cl)cc1Cl (stereo not given)
 : -2.0 | -4.5 | 0.7 | -10.8 | -1.2 | 1.1 | 0.3 | -0.3 | 0.5 | -10.0 | -1.2
Cc1ccc(C)c(NC(=O)c2ccccn2)c1
 : 4.5 | -1.4 | 1.0 | 0.0 | 1.0 | 2.2 | -0.2 | 8.2 | 0.9 | 2.2 | -1.5
CCOC(=O)C1=C(C)NC(C)=C(C(=O)OC)C1c1ccco1 (stereo not given)
 : 0.0 | -38.6 | -0.4 | -18.8 | -12.4 | -1.0 | -0.1 | 15.4 | -1.2 | -4.6 | -0.1
O=c1c2ccccc2nnn1CSc1nnc2ccccn12
 : 7.5 | -6.8 | 1.9 | 0.1 | -1.8 | 3.5 | 2.6 | 0.2 | 2.5 | -3.2 | -0.1
O=C(c1cccc(F)c1F)N1CCCC(c2nc(-c3cccs3)no2)C1 (stereo not given)
 : 2.3 | -1.6 | 1.3 | 0.3 | 0.5 | x | x | -1.7 | -2.3 | 0.2 | -1.1
COC(=O)c1cccc(S(=O)(=O)N2CCOCC2)c1
 : -1.2 | 1.8 | -0.1 | 3.1 | 2.8 | -0.3 | 1.6 | -0.8 | 0.1 | 0.1 | -0.9
COc1cccc(C(=O)NC2CCCC2)c1
 : 0.0 | 2.7 | -0.2 | 2.7 | -14.1 | 2.7 | 1.0 | 7.7 | 0.9 | -5.2 | -0.7
C/C(CC(=O)NCCCN1CCOCC1)=N\NC(=O)COc1ccc(C)cc1
 : -1.4 | -1.2 | -0.5 | -2.1 | -2.5 | -0.1 | 0.3 | 3.0 | 1.8 | -2.0 | -1.4
CC12CCC(C(=O)NCc3cccnc3)(OC1=O)C2(C)C (stereo not given)
 : 0.5 | 2.6 | 0.3 | 0.4 | 0.2 | -0.3 | -1.1 | 5.5 | -0.8 | -5.3 | -1.2

3 compounds from above, arranged by the number in ADAM17 inh, low to high:
smiles	ADAM17 inh
CC(C)CNS(=O)(=O)c1cc(C(=O)OCC(=O)N(C)C2CCS(=O)(=O)C2)c(Cl)cc1Cl (stereo not given)	-10.0
O=c1c2ccccc2nnn1CSc1nnc2ccccn12	-3.2
Cc1ccc(C)c(NC(=O)c2ccccn2)c1	2.2
